From PubChem
Growth percent in the NCI-60 one-dose screen (48 h, 10 µM unless noted): 100 = growth as untreated, 0 = no growth, -100 = all killed.
HL-60(TB) – HL-60(TB) leukemia cells; 78,000 tested, 9% active; active = growth percent below 10
The depositor's hits bear a star; & = joins results of further samples; [ ] = remark or other dose. The list is partial; count on the stated rates, not on these rows.

cpd	smiles	HL-60(TB)
1	Clc1cccc(N=C2CCCCC2)c1	107
2	O=C(NN1C(=O)/C(=C/C=C/c2ccc([N+](=O)[O-])o2)SC1=S)c1ccccc1O	-0.8*
3	NC(=O)c1csc(CCNC(=O)c2ccccc2)n1	89&98
4	CC(=O)CC(=O)Nc1ccc(-c2ccc(NC(=O)CC(C)=O)c(C)c2)cc1C	64
5	CCC(C#N)NC1CCN(Cc2ccccc2)CC1 (stereo unspecified)	98
6	O=C1C2C3C=CC(O3)C2C(=O)N1/N=C/c1cccc2ccccc12 (stereo unspecified)	143
7	O=C(CC(=O)N/N=C/c1ccc2c(c1)CCC2)N/N=C/c1ccc2c(c1)CCC2	96
8	O=c1[nH]cc(Cl)cc1O	76
9	Cc1ccc(/C=C(\C#N)C(=O)Nc2ncc(Cc3cc(Cl)ccc3Cl)s2)o1	22
10	CC(=O)N1N=C(c2ccc(Br)cc2)CC1c1cn(-c2ccccc2)nc1-c1ccc(OCc2ccccc2)cc1 (stereo unspecified)	89
11	COc1ccc2nc3cc(Cl)ccc3c(Nc3ccc([N+](=O)[O-])cc3)c2c1	88
12	CC(=O)NC(=O)NC(C)=O	100
13	Cc1c(-c2csc(N/N=C/c3ccc(N(C)C)cc3)n2)nnn1-c1ccc([N+](=O)[O-])cc1	92
14	CCSc1nc(N)nc2c1ncn2C1OC(CO)C(O)C1O (stereo unspecified)	124
15	CCOC(=O)c1cn(CC)c2cc(N3CCCCC3)c(F)cc2c1=O	119
16	CC(C)=CCC/C(C)=C/CN1CCN(C/C=C(\C)CCC=C(C)C)C1=O	81
17	CC[N+](CC)(CC)CCC(C(N)=O)(c1ccccc1)c1ccccc1	99
18	O=C(CBr)c1cccc2c1ccc1ccccc12	106
19	CC(C)(C)N/N=C(\C(=O)Nc1nc(=S)[nH][nH]1)C1C(=O)Nc2ccccc2S1=O (stereo unspecified)	112
20	O=C1C=CC(=O)N1c1ccc2c(c1)Cc1cc(Cl)ccc1-2	96

Arranged by molecular weight (highest first): part of the list above
cpd	smiles	HL-60(TB)
10	CC(=O)N1N=C(c2ccc(Br)cc2)CC1c1cn(-c2ccccc2)nc1-c1ccc(OCc2ccccc2)cc1 (stereo unspecified)	89
13	Cc1c(-c2csc(N/N=C/c3ccc(N(C)C)cc3)n2)nnn1-c1ccc([N+](=O)[O-])cc1	92
2	O=C(NN1C(=O)/C(=C/C=C/c2ccc([N+](=O)[O-])o2)SC1=S)c1ccccc1O	-0.8*
7	O=C(CC(=O)N/N=C/c1ccc2c(c1)CCC2)N/N=C/c1ccc2c(c1)CCC2	96
11	COc1ccc2nc3cc(Cl)ccc3c(Nc3ccc([N+](=O)[O-])cc3)c2c1	88
16	CC(C)=CCC/C(C)=C/CN1CCN(C/C=C(\C)CCC=C(C)C)C1=O	81
15	CCOC(=O)c1cn(CC)c2cc(N3CCCCC3)c(F)cc2c1=O	119
17	CC[N+](CC)(CC)CCC(C(N)=O)(c1ccccc1)c1ccccc1	99
14	CCSc1nc(N)nc2c1ncn2C1OC(CO)C(O)C1O (stereo unspecified)	124
6	O=C1C2C3C=CC(O3)C2C(=O)N1/N=C/c1cccc2ccccc12 (stereo unspecified)	143
20	O=C1C=CC(=O)N1c1ccc2c(c1)Cc1cc(Cl)ccc1-2	96
3	NC(=O)c1csc(CCNC(=O)c2ccccc2)n1	89&98
5	CCC(C#N)NC1CCN(Cc2ccccc2)CC1 (stereo unspecified)	98
8	O=c1[nH]cc(Cl)cc1O	76
12	CC(=O)NC(=O)NC(C)=O	100

Three compounds from above, ordered by SMILES length, ascending.
cpd	smiles	HL-60(TB)
12	CC(=O)NC(=O)NC(C)=O	100
14	CCSc1nc(N)nc2c1ncn2C1OC(CO)C(O)C1O (stereo unspecified)	124
10	CC(=O)N1N=C(c2ccc(Br)cc2)CC1c1cn(-c2ccccc2)nc1-c1ccc(OCc2ccccc2)cc1 (stereo unspecified)	89

(continued)
cpd	smiles	HL-60(TB)
21	O=C(CNC(=O)c1cccc2ccccc12)Nc1ccccc1Oc1cccc(O)c1	-24*[5 µM]
22	COc1ccc(/C=C/C(=O)c2ccc(-c3cc4ccccc4oc3=O)nc2C)cc1	89
23	C1COC(C2OCCO2)C1 (stereo unspecified)	101
24	O=C1/C(=C/c2ccc([N+](=O)[O-])cc2)Oc2ccc(O)c(O)c21	88
25	CN(C)CCNc1ccc2ncc(C#Cc3cncc(C(=O)Nc4ccc(CN5CCN(C)CC5)c(C(F)(F)F)c4)c3)n2n1	-32*
26	COc1ccc(-c2cncn2-c2ccc(-c3nc4ccc(F)cc4s3)cc2)cc1OC	42
27	COc1ncnc2c1ncn2CC#CCCl	97
28	O=C1CSCCN1	102
29	CCOC(=S)SCCC(=O)O	104
30	O=S(=O)(NCCNc1nccc(-c2c(-c3ccccc3)nc3occn23)n1)c1ccc(C(F)(F)F)cc1	106
31	CC(=O)Nc1ccc(Cl)cc1C(N)=O	100
32	Nc1nc(N)c(-c2ccc(Cl)cc2)c(COc2ccc(NC(=O)c3cccc(S(=O)(=O)F)c3)cc2)n1	80
33	COc1ccc(/C=C2\SC(=S)N(/C=C3\C(=O)N(c4ccccc4)N=C3C)C2=O)cc1OC	75
34	c1ccc(-c2cc(-c3nnc(SCCN4CCOCC4)n3-c3ccccc3)c3ccccc3n2)cc1	97
35	Cc1cccc(Nc2nc(N)nc(N)c2N=O)c1C	105
36	CCOC(=O)c1c(C)oc2ncnc(Nc3ccc(OCc4ccccn4)c(Cl)c3)c12	93
37	COc1ccc([N+](=O)[O-])c(S(=O)(=O)c2ccc(Cl)cc2)n1	38
38	CCn1c(=O)c(/C=N/Nc2nc(-c3ccccc3)cs2)c(O)c2ccccc21	102
39	CC(C)(C)c1ccc(C(=O)N/N=C2\c3ccccc3-c3cccc(C(=O)O)c32)cc1	107
40	CC(CC(O)CCCN(C)C)CC(C)(C)C (stereo unspecified)	98
41	COc1cccc(-c2nc3sccn3c2-c2ccccc2)c1	100
42	Cc1cc(=O)n(-c2ccc(F)cc2)[nH]1	101
43	COc1ccc(N/N=C2\CCCc3ccccc3C2=O)cc1	81
44	COc1ccc(NC(=O)N/N=C/c2c[nH]c3ccccc23)cc1	1.8*
45	COC(=O)[C@H](Cc1ccccc1)NC(=O)[C@]12CCC(C)(C)C[C@H]1C1=CC[C@@H]3[C@@]4(C)Cc5c([nH]c6ccccc56)C(C)(C)[C@@H]4CC[C@@]3(C)[C@]1(C)CC2	86
46	O=C(C(=Cn1c(=S)[nH]c2ccc([N+](=O)[O-])cc21)C(=O)c1ccccc1)c1ccccc1	103
47	O=c1nc(Nc2ccc([N+](=O)[O-])cc2O)sc2ccccc12	-13*
48	O=[N+]([O-])c1ccc2c(Cl)[nH]nc2c1	100
49	COc1ccc(-c2nc(SCCC(C)C)nc(N/N=C(/C)c3ccc(Cl)cc3Cl)c2C#N)cc1	92
50	Oc1ccc(Cc2ccccc2Cl)c(O)c1	97
51	NCc1ccccc1O	110
52	Cc1ccc(-n2cc3c(-c4cc5c(ccc6ccccc65)oc4=O)nnc(C)c3n2)cc1	71
53	CCCCN1CCN(c2ccc3nc(-c4ccc5nc(-c6ccc(OCC)c(OCC)c6)[nH]c5c4)[nH]c3c2)CC1	4.0*
54	O=C(NNC(=O)c1cccc2ccccc12)c1ccc(Cl)cc1Cl	100
55	N#C/C(=C\c1ccco1)c1ccc([N+](=O)[O-])cc1	90
56	Cc1c(C(=O)C(SC(=S)N(C)C)SC(=S)N(C)C)nnn1-c1ccc([N+](=O)[O-])cc1	84
57	Cc1ccc(S(=O)(=O)OCCN(CCOS(=O)(=O)c2ccc(C)cc2)S(=O)(=O)c2ccc(C)cc2)cc1	93
58	Cc1ccc(NC(=O)CNC(C)(C)C)cc1Cl	84
59	O=C(/C=C/c1ccccc1F)c1cccc(OCCCCOc2cccc(C(=O)/C=C/c3ccccc3F)c2)c1	106
60	O=C1C=CC(=O)N1c1ccc2ccccc2c1	89&84
61	NC(=O)Nc1ccc(Nc2ccccc2)cc1	82
62	NCCCOc1cc2ccccc2cc1C(=O)NCCCOc1cc2ccccc2cc1C(=O)Nc1ccc(Cl)cc1O	-62*
63	N[C@@H](CCC(=O)CCl)C(=O)O	101[20 µM]
64	CCCCn1c(=O)c(/C=C/c2cc(/C=C/c3cc4cc(Cl)ccc4n(CCCC)c3=O)n(-c3ccccc3)n2)cc2cc(Cl)ccc21	79
65	c1cn2cc(-c3ccc4ncn(C5CCCCC5)c4c3)nc(-c3ccc4c(c3)ncn4C3CCCCC3)c2n1	-42*
66	NC(N)=N/N=C/c1cccnc1	96
67	CC(C)CNS(=O)(=O)c1ncnc2nc[nH]c12	80
68	C/C(=N/Nc1nc(N/N=C(/C)c2ccc([N+](=O)[O-])cc2)nc(N2CCOCC2)n1)c1ccc([N+](=O)[O-])cc1	93
69	O=C(O)c1ccc(S(=O)(=O)NC2CCCCC2)cc1	110
70	Cc1nc(SCC(=O)NC2CCCC2)c2oc3ccccc3c2n1	92

(cont.)
No.	structure	HL-60(TB)
71	CCOC1=C2CCC3C4CCC(=O)C4(C)CCC3C2(C)CCC1=O (stereo unspecified)	112
72	COc1ccc(F)cc1/C=C/C(=O)/C=C(O)/C=C/c1cc(F)ccc1OC	83
73	CC(C)C(=O)Nc1cccc(C(=O)NC(=S)Nc2ccc(S(N)(=O)=O)cc2)c1	106[100 µM]
74	Cc1ccc(-c2nc(C#N)c(N(C)CCO)o2)cc1	78
75	CCOC(=O)C1=C(C)/C(=C\c2[nH]c(C)c(C(=O)OCC)c2C)N=C1C	42
76	O=C1CCC(C(=O)NNCCO)N1 (stereo unspecified)	100
77	COC(=O)CNC(=O)[C@H](Cc1ccccc1)NCc1ccco1	86
78	COCOc1ccc(/C=C2\Oc3cc(O)ccc3C2=O)cc1	99
79	CC1SC(N)=NC1=O (stereo unspecified)	104
80	CC1(C)O[C@@H]2C[C@H]3[C@@H]4CCC5=CC(=O)C=C[C@]5(C)[C@@]4(F)[C@@H](O)C[C@]3(C)[C@]2(C(=O)CO)O1	102
81	C[C@H](CCC[C@H](C)OS(=O)(=O)c1ccccc1)OS(=O)(=O)c1ccccc1	119
82	COc1ccc2cc(-c3ccc(-c4ccc(C(=N)N)cc4)s3)ccc2c1	100
83	CN1CCCCC1C(C)(O)c1ccccc1 (stereo unspecified)	114
84	O=C(CSc1nc2ccccc2c(=O)n1-c1ccccc1)Nc1cccc(C(=O)/C=C/c2cccc(O[N+](=O)[O-])c2)c1	102
85	CCCCCCCCn1ccc2cc(NC(=O)CN3CCN(c4cc(C)nc(N5CCOCC5)n4)CC3)ccc21	70
86	Brc1sc(Br)c(Br)c1Br	82
87	COc1ccc(C(CCc2ccccc2)OC(C)=O)cc1 (stereo unspecified)	94
88	O=C(Cn1c(-c2cncs2)nc2ccccc21)Nc1ccc2c(c1)OCO2	113
89	O=C1CC(=O)Nc2ccccc2N1	97
90	COc1ccc(-c2nc3ccc(-c4nc5ccc(N6CCN(C)CC6)cc5[nH]4)cc3[nH]2)cc1OC	49
91	O=C1CSC(=Nc2ccccc2C(=O)O)N1	101
92	CC(/C=C1\SC(=S)N(CCC(=O)NCC(=O)O)C1=O)=C\c1ccccc1	106
93	c1ccc2cc(Cn3cc(CSc4nc5ccccc5o4)nn3)ccc2c1	106
94	COCCn1cc(-c2nc(-c3ccsc3)cs2)c2ccccc21	96
95	C/C(=N\Nc1ncnc2c1c(C)nn2C)c1ccc(Br)cc1	87
96	CCCCOc1ccc(N=Nc2ccc(N)nc2N)cn1	62
97	Nc1nc(Nc2ccc(Cl)cc2)nn1Cc1cccc(Br)c1	34
98	O=[N+]([O-])c1ccc(NCCCc2ccccc2)cc1	62
99	OC(CN1CCCCC1)c1ccc(I)cc1 (stereo unspecified)	92
100	Cc1ccc(-c2c(O)c(Br)c(-c3ccc(C)cc3C)c(O)c2Br)c(C)c1	74
101	CCN(CC)C(=O)C[N+](C)(C)CCOC(c1ccccc1)c1ccccc1	98
102	O=C1c2cc3c(cc2-c2c1c1ccc(F)cc1c(=O)n2C[C@H](O)[C@H](O)[C@H](O)CO)OCO3	-15*
103	C=C(C)[C@@H]1CC[C@]2(C(=O)OC)CC[C@]3(C)[C@H](CC[C@@H]4[C@@]5(C)C/C(=C/c6cc(OC)cc(OC)c6)C(=O)C(C)(C)[C@@H]5CC[C@]43C)[C@@H]12	101
104	CCCCCCCCCCCCCCCCCCOc1cccc(CC(=O)NCC[N+]2(C)CCCC2)c1	76
105	COc1cc(-c2cnnn2-c2nonc2-n2cccc2)cc(OC)c1OC	100
106	CN1CCc2nc3sc(C(=O)Nc4cccc5ccccc45)c(N)c3cc2C1	76
107	CCCC(=O)Nc1c(I)cc(I)c(CC(CC)C(=O)O)c1I (stereo unspecified)	122
108	C[C@]12C[C@H]1CC[C@]1(C)[C@@H]2CC[C@@]23C[C@H](CC[C@H]21)[C@@](O)(CO)C3	103
109	NC(N)=NS(=O)(=O)c1ccc(N=Nc2c(N)nn(-c3ccccc3)c2N)cc1	99
110	CCOC(=O)c1nc(Nc2ccc(NC(=O)Nc3cccc(OC)c3)cc2)c2ccccc2n1	108
111	Cn1cccc1/C=C1\C(=O)Nc2ccccc21	103
112	CO/C=C/C(=O)c1cc2cnc3c(=N)cc(NC(=O)C(C)C)c([nH]1)c23	-0.8*
113	O=C1O/C(=C2\OCc3ccccc32)c2ccccc21	108
114	O=C(CNc1ccc(F)cc1)N1c2cccc3cccc(c23)N(C(=O)CNc2ccc(F)cc2)C1c1cn(-c2ccccc2)nc1-c1cccc([N+](=O)[O-])c1	97
115	O=C(CCl)Nc1ccc(NC(=O)c2cc(Cl)ccc2O)c(Cl)c1	49
116	FC(F)(F)c1cccc(/C=C/c2nn3c(-c4ccccc4Br)nnc3s2)c1	92
117	O=C(O)/C=C\C(=O)NCCO	79
118	CCn1cnc2c(=O)[nH]c(N)nc21	95
119	COC(=O)c1ccccc1SSc1ccccc1C(=O)OC	81
120	CC(C)(C)OC(=O)CN1CCc2c(sc3ncnc(N/N=C/c4cccc5ccccc45)c23)C1	-9.7*
121	CCCCCCNP(=O)(N1CC1CC)N1CC1CC (stereo unspecified)	125
122	Cn1cnc2nc[nH]c2c1=N	92
123	Oc1ccccc1/C=N/c1nc2cc(Cl)ccc2s1	87
124	CC(C)N(C)c1ccc(N=Nc2cc(Cl)ccc2Cl)cc1	122
125	Cn1cc(-c2nc(N)nnc2-c2ccccn2)c2cc(Br)ccc21	108
126	COCc1nc2nccc(-c3ccccn3)n2n1	98
127	CC1(CO)CSC(Nc2ccc(F)cc2)=N1 (stereo unspecified)	98
128	O=C(O)c1cn(C2CC2)c2cc(N3CCN(C(=O)Nc4nc(-c5ccccc5)cs4)CC3)c(F)cc2c1=O	3.1*
129	COc1ccc(/C=C/C(=O)c2ccc(-c3cc4ccccc4oc3=O)nc2C)cc1OC	79
